# Assay outcomes (PubChem)
# FBA Mtb inh: inhibits M. tuberculosis FBA enzyme; P9WQA3; purified M. tuberculosis FBA, fluorescence read-out; AID 588726; inhibition, % at 1 µM; 360,000 compounds, 2.3% hits; in the data active = inhibition above about 27%;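 also: 0% = vehicle and 100% = reference inhibitor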
# Target sequence (P9WQA3 whole entry, looked up): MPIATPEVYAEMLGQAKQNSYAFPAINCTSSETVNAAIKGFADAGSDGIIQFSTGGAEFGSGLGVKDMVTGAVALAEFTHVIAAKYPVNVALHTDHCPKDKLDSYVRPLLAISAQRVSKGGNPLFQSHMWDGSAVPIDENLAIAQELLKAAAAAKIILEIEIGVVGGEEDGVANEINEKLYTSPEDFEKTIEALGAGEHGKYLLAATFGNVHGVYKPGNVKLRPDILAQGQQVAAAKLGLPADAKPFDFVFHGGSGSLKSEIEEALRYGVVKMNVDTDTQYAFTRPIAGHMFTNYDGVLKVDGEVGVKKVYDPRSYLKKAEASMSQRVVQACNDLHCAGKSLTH
# CCHFV vOTU inh: CCHFV vOTU protease inhibition | Pep-AMC fluorescence | inhibition, % at 11.5 µM | 370,000 compounds, 0.55% hits | AID 651958; also: 0% = vehicle wells with enzyme and 100% = no enzyme wells
# FadD28 binding: M. tuberculosis FadD28 bisubstrate binding inhibition; 360,000 compounds, 0.22% hits; FadD28 bisubstrate probe binding, fluorescence polarization; inhibition, % at 12.5 µM; in the data active = inhibition above about 8.5%, passing the limit was not always enough; inconclusive = no clear call, values can overlap the other calls
# PrPC TRFRET: reduces human prion protein on the cell surface | P04156 | cell surface PrPC, TR-FRET read-out | inhibition, % at 13.8 µM | 370,000 compounds, 0.43% hits | AID 720596; in the data active = inhibition above about 24%; also: 0% = median of the test wells and 100% = reference compound wells
# BioA inh: blocks M. tuberculosis BioA enzyme activity; purified M. tuberculosis BioA enzyme, plate reader; inhibition, % at 9.99 µM; 360,000 compounds, 0.096% hits; in the data active = inhibition above about 40%; inconclusive = no clear call, values can overlap the other calls
# BoNT F protease: BoNT F light chain protease inhibition; Multiplex microsphere protease cleavage assay, flow cytometry; inhibition, % at 10 µM; 360,000 compounds, 0.22% hits; in the data active = inhibition above about 35%, passing the limit was not always enough; inconclusive = no clear call, values can overlap the other calls; also: plate controls were buffer without enzyme for full effect and enzyme alone for no effect
# GDH-TPI inh: counter-screen for M. tuberculosis FBA inhibitors: GDH-TPI coupled enzymes; GDH-TPI coupled enzyme counterscreen, NADH absorbance; inhibition, % at 4.8 µM; 360,000 compounds, 1.2% hits; AID 588335;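 also: 0% = DMSO wells and 100% = wells lacking the enzyme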
# UGM FP inh: inhibitors of M. tuberculosis UDP-galactopyranose mutase. purified UGM, fluorescence polarization probe displacement. inhibition, % at 10 µM. 320,000 compounds, 0.06% hits. AID 504406; in the data active = inhibition above about 10%, passing the limit was not always enough; inconclusive = no clear call, values can overlap the other calls
# Target sequence (P9WIQ1 whole entry, looked up): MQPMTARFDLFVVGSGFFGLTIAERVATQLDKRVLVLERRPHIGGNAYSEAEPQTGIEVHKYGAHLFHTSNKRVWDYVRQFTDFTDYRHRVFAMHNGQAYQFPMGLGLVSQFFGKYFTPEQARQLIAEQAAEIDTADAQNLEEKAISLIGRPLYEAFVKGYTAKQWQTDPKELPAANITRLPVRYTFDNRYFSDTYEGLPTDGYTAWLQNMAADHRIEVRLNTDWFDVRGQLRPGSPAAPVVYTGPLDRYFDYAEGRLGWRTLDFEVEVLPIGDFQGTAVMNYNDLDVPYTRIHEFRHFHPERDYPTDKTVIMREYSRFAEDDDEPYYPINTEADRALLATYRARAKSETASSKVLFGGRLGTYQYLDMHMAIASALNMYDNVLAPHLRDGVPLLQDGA
# BoNT A protease: blocks Botulinum neurotoxin A light chain protease; 360,000 compounds, 0.17% hits; multiplex microsphere protease substrate cleavage, flow cytometry; inhibition, % at 10 µM; in the data active = inhibition above about 30%; inconclusive = no clear call, values can overlap the other calls; also: plate controls were buffer without enzyme for full effect and enzyme alone for no effect
# * = called active by the depositor; ? = inconclusive; / = not tested or not shown; & = joins results of further samples. Rule as the data show it, unless noted: active = inhibition above about 30%; inactive = the rest.
No.	SMILES	FBA Mtb inh	CCHFV vOTU inh	FadD28 binding	PrPC TRFRET	BioA inh	BoNT F protease	GDH-TPI inh	UGM FP inh	BoNT A protease
1	O=C1CC(c2ccc3c(c2)OCO3)c2cc3c(cc2N1)OCO3 (stereo not drawn)	4.3	10.4	-3.2	2.3	4.1	-7.9	-3.0	-2.2	-0.4
2	c1ccc(CC2CCCCN2)cc1 (stereo not drawn)	0.0	-9.3	0.2	1.4	4.6	?	3.5	-2.7	2.3
3	COc1ccc(NC(=O)CSc2nc(SC)ns2)c(OC)c1	0.5	7.4	-1.0	1.8	1.4	9.2	-5.2	-1.5	2.6
4	N#Cc1c(/N=C/N2CCOCC2)sc2c1CCCCC2	-4.3	-0.1	-0.4	5.5	/	-13.5	21.1	1.1	-2.0
5	CCOC(=O)c1sc(NC(=O)C2CC2)nc1C	3.2	3.3	0.4	-6.5	-0.2	-6.7	5.3	-0.7	-0.9
6	O=C(COC(=O)c1ccc(S(=O)(=O)N2CCOCC2)cc1)Nc1ccccc1OC(F)F	0.1	-1.3	-1.8	1.4	0.9	-0.3	0.0	1.6	-0.8
7	COc1cccc(N2CC(C(=O)Nc3ccc(F)cc3)CC2=O)c1 (stereo not drawn)	0.7	-8.7	-0.9	7.5	3.8	1.8	4.1	1.7	-2.3
8	Oc1ccc(-c2cn3c(n2)SCC3)cc1O	-1.3	-0.8	-3.0	6.9	-0.5	-1.6	0.0	-0.5	-0.9
9	COc1ccc2oc(C(=O)OCC(=O)NCC3CCCO3)c(C)c2c1 (stereo not drawn)	36.0*	-23.0	-3.1	-2.5	-3.6	7.3	8.6	3.2	-1.9
10	COc1ccc(C2CC(=O)N3C(=C2C#N)SCC3(O)c2ccccc2)cc1 (stereo not drawn)	0.7	10.8	2.1	-21.5	1.6	2.2	6.8	0.0	2.9
11	Cc1nnc(N/N=C/C2CC=CCC2)[nH]c1=O (stereo not drawn)	0.5	11.0	0.2	9.8	/	-2.0	-0.3	0.1	-0.9
12	CCc1ccccc1NC(=O)CSc1nnc([C@@H](NC(=O)OC(C)(C)C)C(C)C)o1	-3.0	17.6	-0.9	2.1	-1.4	24.3	-7.0	-1.3	14.1
13	Cc1nn2c(NCc3ccccn3)cc(C(C)(C)C)nc2c1-c1ccccc1	1.9	-12.6	-1.4	-2.6	0.4	?	8.8	-1.3	-1.1
14	COCCN(Cc1cc2cc(C)c(C)cc2nc1Cl)C(=O)N1CCOCC1	1.2	8.2	-0.6	-1.9	/	-2.6	3.5	1.0	-0.5
15	Cc1nnc(NC(=O)C2CCCN(c3ncccn3)C2)s1 (stereo not drawn)	0.0	10.3	1.0	-2.9	/	-2.1	-1.2	1.5	-2.3
16	CN(Cc1ccccc1)c1ccc(N2C(=O)CCCC2=O)cc1[N+](=O)[O-]	-7.1	0.0	-4.1	-18.0	-0.5	-6.2	-3.0	0.6	-0.5
17	COC(=O)C1=C(c2ccc(C(C)=O)cc2)C[C@@H]2CC[C@H]1N2C(=O)NCc1ccc(C(F)(F)F)cc1	4.3	/	-7.7	/	-3.0	-2.8	15.1	-2.3	-0.7
18	O=C(CC1Sc2ccccc2NC1=O)NNc1ccc(Cl)c(Cl)c1 (stereo not drawn)	-3.5	6.2	-1.8	17.4	/	2.8	-4.1	/	0.5
19	COc1cc(OC)cc(-c2c(-c3ccc(F)cc3)c3cc(Br)ccc3n2C)c1	6.1	-5.7	0.3	6.2	-0.4	-3.1	12.6	0.1	-0.6
20	COC(=O)c1sccc1S(=O)(=O)Nc1ccc(N2CCCCC2)cc1	0.2	11.8	-1.1	0.8	/	?	18.4	-0.9	-2.1
21	O=C(COCc1cc(-c2ccco2)on1)NC1CCCCC1	1.5	-6.0	-3.4	7.2	0.4	2.6	-0.8	-1.2	-0.2
22	COc1ccc(/C=C/C(=O)OCC(=O)Nc2ccc(Cl)cn2)cc1	-0.1	6.2	-0.2	-4.5	-0.1	5.3	2.9	-3.8	0.8
23	CN(CC(=O)Nc1ccccc1Cl)C(=O)Cn1cc(C(F)(F)F)cc(Cl)c1=O	6.9	-5.1	-0.9	-3.3	-1.3	18.7	10.3	5.2	4.5
24	Clc1ccc(CSc2nnc(-c3c[nH]c4ccccc34)o2)cc1	1.0	2.6	-5.8	-8.4	-1.3	-1.6	4.6	-0.4	0.1
25	Cn1c2ccccc2c(=O)c2ccc(-c3ccc4c(c3)OCO4)cc21	12.9	-1.8	-3.3	-2.6	-1.7	8.7	19.4	0.3	10.5

# Whole records as entered above. Order of values: FBA Mtb inh	CCHFV vOTU inh	FadD28 binding	PrPC TRFRET	BioA inh	BoNT F protease	GDH-TPI inh	UGM FP inh	BoNT A protease
# N#Cc1c(/N=C/N2CCOCC2)sc2c1CCCCC2 is listed as -4.3	-0.1	-0.4	5.5	/	-13.5	21.1	1.1	-2.0
# CCc1ccccc1NC(=O)CSc1nnc([C@@H](NC(=O)OC(C)(C)C)C(C)C)o1 is listed as -3.0	17.6	-0.9	2.1	-1.4	24.3	-7.0	-1.3	14.1

# Returning to the listing, starting 3 compounds before the break.
No.	SMILES	FBA Mtb inh	CCHFV vOTU inh	FadD28 binding	PrPC TRFRET	BioA inh	BoNT F protease	GDH-TPI inh	UGM FP inh	BoNT A protease
23	CN(CC(=O)Nc1ccccc1Cl)C(=O)Cn1cc(C(F)(F)F)cc(Cl)c1=O	6.9	-5.1	-0.9	-3.3	-1.3	18.7	10.3	5.2	4.5
24	Clc1ccc(CSc2nnc(-c3c[nH]c4ccccc34)o2)cc1	1.0	2.6	-5.8	-8.4	-1.3	-1.6	4.6	-0.4	0.1
25	Cn1c2ccccc2c(=O)c2ccc(-c3ccc4c(c3)OCO4)cc21	12.9	-1.8	-3.3	-2.6	-1.7	8.7	19.4	0.3	10.5
26	Cc1ccc(C2C(/C=C3/SC(=S)NC3=O)=C(c3cccs3)Oc3ccccc32)cc1 (stereo not drawn)	-18.2	7.9	-0.8	-5.5	/	-1.6	14.3	-1.7	9.6
27	Cc1cccc(-c2oc3ccc(-c4ccc5c(c4)OCO5)cc3c2C(=O)OCc2ccc(O)cc2)c1	1.8	-1.4	-0.9	0.0	-3.4	-2.6	21.9	2.9	-1.2
28	COc1ccc(NS(=O)(=O)c2coc(C(N)=O)c2)cc1Cl	1.3	0.8	-4.5	-5.4	0.3	4.2	-18.8	-0.5	0.1
29	c1cnc2ccc(-n3ccnc3)cc2c1	0.9	-3.0	-2.6	-2.2	-1.1	-1.9	/	/	0.0
30	COc1cccc(-n2c(=O)[nH]cc(C(=O)Nc3ccc(NC(C)=O)cc3)c2=O)c1	1.6	-7.1	-3.7	-4.0	-0.3	1.2	-2.8	-0.4	0.8
31	C=C(C)C(=O)Nc1cccc(C2=NOC3(C2)C[C@@H](C(N)=O)N(C(=O)c2cc([N+](=O)[O-])cc([N+](=O)[O-])c2)C3)c1 (stereo partly drawn)	-0.1	-6.2	-3.5	-43.4	1.0	-3.1	-10.6	-0.6	-0.1
32	CCOc1cc(/C=N/NC(=O)CSc2nnc(C)s2)ccc1OCc1ccccc1Cl	2.0	-11.7	-1.1	-3.7	/	-1.3	16.3	-3.3	-0.6
33	CCOC(=O)/C(C#N)=C/c1ccc(-c2ccsc2C(=O)OC)o1	0.9	-5.4	-2.0	-2.5	-2.7	2.7	5.3	0.3	0.9
34	CCCn1c(C(O)c2ccc(OC)cc2)nc2ccccc21 (stereo not drawn)	-0.1	3.2	0.1	-3.2	1.0	-5.7	3.7	-1.6	-0.7
35	CNC[C@H]1Oc2c(NS(=O)(=O)c3ccc(OC)cc3)cccc2C(=O)N([C@H](C)CO)C[C@@H]1C	-4.0	-5.9	-2.2	-7.2	-0.7&-2.0	-0.8	3.6	/	0.0
36	CC(C)C[C@@H](CN(N=O)[C@@H](Cc1ccccc1)CN(C)N=O)N(CCc1ccccc1)N=O	-0.3	9.9	-0.3	5.4	-0.5	0.3	-5.2	1.6	0.7
37	Cc1cc(C)cc(NC(=O)Nc2ccc(-n3ccc(C(F)(F)F)n3)cc2)c1	-2.1	8.8	-3.4	11.6	-1.0	?	2.0	3.3	0.7
38	CCn1c(-c2ccc(OC)c(OC)c2)n[nH]c1=S	5.0	4.5	-4.3	4.8	/	-1.4	-12.2	0.7	-0.2
39	COc1ccc(NC(=O)c2cccc(N3C(=O)c4cccc([N+](=O)[O-])c4C3=O)c2)cc1	-3.0	0.3	-0.7	5.2	4.1	-9.1	8.9	-2.3	-1.3
40	CC(C)NC(=O)c1ccc(-c2cccc(C(F)(F)F)c2)o1	6.7	-5.5	-1.5	3.1	1.4	-3.5	-2.2	-1.6	-0.2
41	COc1cc(NC(=O)c2ccccc2)c(OC)cc1NC(C)=O	2.0	3.5	-0.8	1.7	1.0	-10.2	-2.4	3.0	0.9
42	O=C(Nc1cc(N2CCOCC2)ncn1)Nc1cccc2ccccc12	0.3	-2.4	-1.0	2.3	-0.6	-1.7	18.5	-0.5	0.1
43	Nc1nonc1-n1nnc(C(=O)N/N=C/c2cccc(O)c2)c1CN1CCCC1	5.0	-6.1	-1.0	-8.6	2.1	1.7	16.8	0.1	1.0
44	CCN(Cc1cc2cccc(C)c2[nH]c1=O)C(=O)c1ccccc1OC	8.8	-1.6	2.1	-0.7	-1.6	4.5	19.4	3.7	-0.7
45	O=C(Nc1ccccn1)C1CCN(S(=O)(=O)c2ccc3c(c2)OCCO3)CC1	5.2	8.8	-1.5	-8.0	0.4	-10.6	3.6	0.9	-0.1
46	COc1ccc(-c2cc(-c3ccc(Cl)cc3)c(C#N)c(SCC(=O)O)n2)cc1	47.5*	-22.7	-5.5	11.7	6.8	?	16.8	3.3	1.3
47	Cc1ccc(S(=O)(=O)N2CCC(=O)N(CCOCc3ccccc3C)CC2)cc1	0.6	-5.9	0.5	0.9	-1.5	-1.0	6.7	0.0	-0.2
48	Cc1ccc(NC(=O)CCC(=O)NNC(=O)c2ccccc2Cl)c(C)c1	7.2	-13.6	-1.4	-1.8	/	-12.4	-3.8	-0.5	-2.3
49	COc1ccccc1NC(=O)N(Cc1ccco1)Cc1cc2c(C)ccc(C)c2[nH]c1=O	5.6	11.5	-1.3	-3.8	-0.4	-7.3	0.0	/	0.0
50	O=C(NC1CCSc2ccccc21)c1cccc(OC(F)F)c1 (stereo not drawn)	3.1	10.4	0.0	4.0	-3.4	0.8	0.0	-4.6	-1.6
51	O=C(NNc1nc2cc3c(cc2s1)OCCO3)c1ccccc1	-0.9	-4.4	-1.4	-1.3	/	-13.7	-2.8	0.0	-3.2
52	Cc1ccc(C(=O)Cn2cnc3ccccc3c2=O)cc1	3.3	-1.1	-1.8	5.0	-2.5	13.3	4.1	-0.6	1.2
53	Cc1cc(NC(=O)c2cccc(S(=O)(=O)N3CCCCCC3)c2)n(-c2ccccn2)n1	4.4	-0.9	-2.2	8.3	0.6	-7.9	5.9	-1.5	-0.3
54	Cc1ccc2c(CC(=O)NCCc3ccc(S(N)(=O)=O)cc3)coc2c1	-0.1	-0.3	-4.5	-3.5	0.3	6.4	2.4	8.5	0.4
55	CS(=O)(=O)NCCSCc1ccco1	1.3	-11.3	-2.1	1.2	0.1	-14.0	9.4	0.2	-2.6
56	O=C(Nc1cc(Cl)ccc1N1CCOCC1)c1ccc(N2CCCC2=O)cc1	0.4	14.6	-2.6	5.6	/	?	4.3	6.9	2.0
57	COCc1cc(C)nc(SCc2ccc(Cl)cc2)c1C#N	4.1	-9.4	/	-0.5	6.4	-20.5	2.8	0.9	-1.0

# Among those listed so far, 3 contain a nitro group on carbon:
No.	SMILES	FBA Mtb inh	CCHFV vOTU inh	FadD28 binding	PrPC TRFRET	BioA inh	BoNT F protease	GDH-TPI inh	UGM FP inh	BoNT A protease
16	CN(Cc1ccccc1)c1ccc(N2C(=O)CCCC2=O)cc1[N+](=O)[O-]	-7.1	0.0	-4.1	-18.0	-0.5	-6.2	-3.0	0.6	-0.5
31	C=C(C)C(=O)Nc1cccc(C2=NOC3(C2)C[C@@H](C(N)=O)N(C(=O)c2cc([N+](=O)[O-])cc([N+](=O)[O-])c2)C3)c1 (stereo partly drawn)	-0.1	-6.2	-3.5	-43.4	1.0	-3.1	-10.6	-0.6	-0.1
39	COc1ccc(NC(=O)c2cccc(N3C(=O)c4cccc([N+](=O)[O-])c4C3=O)c2)cc1	-3.0	0.3	-0.7	5.2	4.1	-9.1	8.9	-2.3	-1.3
